# IDE cell inh – inhibits human insulin-degrading enzyme in HEK cells; 320,000 compounds, 0.41% hits; inhibition, % at 5.59 µM; FAbetaB cleavage, fluorescence polarization;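 active = percent inhibition above the average of all tested compounds plus 3 SD, set per screening campaign, cut at about 16% in these data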;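 also: IDE supplied by intact live HEK cells; FP after avidin binding of uncleaved biotin substrate so inhibition keeps polarization high; 0% = DMSO wells and 100% = 60 µM reference IDE inhibitor Ii1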
# CRFR2-BP ag – agonists of human CRF-binding protein/CRF-R2 receptor complex; 350,000 compounds, 0.46% hits; AID 588473; activation, % at 13.2 µM; HEK293 CRF-R2/CRF-BP, calcium dye fluorescence (FLIPR); percent of saturating CRF peptide response;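 active = activation of at least 50%, plus an integration ratio under a set limit after plate pattern correction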;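 also: plate controls were neutral control wells without compound for no effect and CRF at EC100 for full effect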
# CRFR2-BP antag – antagonists of CRF-binding protein/CRF-R2 receptor complex. HEK293 CRF-R2/CRF-BP, CRF-induced calcium fluorescence. inhibition, % at 11.8 µM. 350,000 compounds, 0.59% hits. AID 588475;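 active = inhibition of the ligand-induced calcium signal above about 50% at the single tested concentration, limit read from the data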
# CHRM5 antagonist – blocks acetylcholine activation of human M5 receptor; P08912; CHO-hM5 cells, Fluo-8 calcium fluorescence, ACh EC80; inhibition, % at 3 µM; 360,000 compounds, 0.59% hits; AID 624040;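 active = inhibition above a per-plate cutoff, the mean of that plate's test compounds plus 3 SD, cut at about 27% in these data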;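 also: 0% = acetylcholine EC80 with DMSO and 100% = DMSO without agonist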
# Target sequence (P08912 whole entry, looked up): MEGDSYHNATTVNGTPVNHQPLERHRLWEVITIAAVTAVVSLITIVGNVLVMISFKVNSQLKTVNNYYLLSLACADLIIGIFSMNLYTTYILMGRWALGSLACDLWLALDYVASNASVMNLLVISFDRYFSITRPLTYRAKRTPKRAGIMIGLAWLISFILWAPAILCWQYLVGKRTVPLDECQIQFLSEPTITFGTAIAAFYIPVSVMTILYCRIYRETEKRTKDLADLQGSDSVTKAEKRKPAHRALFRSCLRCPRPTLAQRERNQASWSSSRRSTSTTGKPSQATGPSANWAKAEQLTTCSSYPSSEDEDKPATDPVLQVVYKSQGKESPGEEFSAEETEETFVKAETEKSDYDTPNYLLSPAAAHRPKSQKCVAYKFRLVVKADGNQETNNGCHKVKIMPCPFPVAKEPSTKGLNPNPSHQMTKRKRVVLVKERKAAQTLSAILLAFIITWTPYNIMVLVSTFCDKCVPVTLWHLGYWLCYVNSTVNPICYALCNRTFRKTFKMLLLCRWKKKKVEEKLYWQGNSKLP
# CHRM4 PAM – positive allosteric modulators of human muscarinic M4 receptor; activation, % at 3 µM; 360,000 compounds, 0.4% hits; P08173; CHO-K1 hM4/Gqi5, Fluo-8 calcium fluorescence, ACh EC20; 0% = ACh EC20, 100% = maximal ACh;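 active = activation above its plate's cutoff, the mean activation of sample wells plus 3 SD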; also: some results filed as inactive read as strong as hits
# Target sequence (P08173 whole entry, looked up): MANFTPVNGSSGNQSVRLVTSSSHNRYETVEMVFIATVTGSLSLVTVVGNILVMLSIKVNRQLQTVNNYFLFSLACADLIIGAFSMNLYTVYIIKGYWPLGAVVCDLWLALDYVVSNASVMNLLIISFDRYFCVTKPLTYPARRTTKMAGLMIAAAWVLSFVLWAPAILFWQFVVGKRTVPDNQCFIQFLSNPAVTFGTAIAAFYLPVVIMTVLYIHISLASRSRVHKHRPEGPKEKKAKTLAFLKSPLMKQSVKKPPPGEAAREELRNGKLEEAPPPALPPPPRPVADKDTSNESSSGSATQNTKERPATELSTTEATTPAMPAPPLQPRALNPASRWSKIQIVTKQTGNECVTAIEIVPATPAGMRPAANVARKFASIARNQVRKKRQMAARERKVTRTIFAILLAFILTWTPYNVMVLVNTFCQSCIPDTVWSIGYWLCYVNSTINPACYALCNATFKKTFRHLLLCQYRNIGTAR
# CHRM4 agonist – agonists of human muscarinic M4 receptor (CHRM4). P08173. CHO-K1 hM4/Gqi5, Fluo-8 calcium fluorescence; vehicle 0%, full acetylcholine response 100%. activation, % at 3 µM. 360,000 compounds, 0.14% hits. AID 624127;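 active = activation above the run mean over all test wells plus 3 SD, cut at about 32% in these data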;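 also: peak over basal fluorescence ratio per well then scaled between controls; 0% = DMSO wells and 100% = acetylcholine at EC100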
# M5 ag – agonists of human muscarinic M5 receptor (CHRM5); AID 624037; P08912; activation, % at 3 µM; CHO-K1 hM5 cells, Fluo-8 calcium fluorescence; 0% DMSO wells, 100% maximal acetylcholine response; 360,000 compounds, 0.19% hits;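 active = activation above the run's mean over test compounds plus 3 SD, cut at about 23% in these data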;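 also: signal is peak over basal fluorescence ratio across the kinetic read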
# M4 antag – blocks acetylcholine activation of human M4 receptor; CHO-hM4 cells, ACh EC80, Fluo-8 calcium fluorescence; 360,000 compounds, 0.73% hits; inhibition, % at 3 µM; P08173; AID 624125;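 active = inhibition above its plate's cutoff, the mean inhibition of sample wells plus 3 SD, cut at about 27% in these data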;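 also: 0% = acetylcholine EC80 with DMSO and 100% = DMSO without agonist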
# M5 PAM – CHRM5 positive allosteric modulation; P08912; CHO-K1 hM5, Fluo-8 calcium, ACh EC20 PAM; 0% = ACh EC20, 100% = ACh EC100; activation, % at 3 µM; 360,000 compounds, 0.3% hits; AID 624038;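 active = activation above the run cutoff, the mean activation of all test compounds plus 3 SD, cut at about 18% in these data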
#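 System: CHO-K1 cell line with stable human muscarinic M5 receptor expression | Also added: EC20 acetylcholine as agonist stimulus | Compound: One concentration, 3 µM final (nominal) | Timing: Fluo-8 loading 80 min at 37 °C plus 30 min room temperature | Measured by: Fluo-8 calcium dye fluorescence, kinetic read | Read-out basis: % activation, ACh-normalized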
# The depositor's hits bear a star; nt = not tested or not shown.
SMILES,IDE cell inh,CRFR2-BP ag,CRFR2-BP antag,CHRM5 antagonist,CHRM4 PAM,CHRM4 agonist,M5 ag,M4 antag,M5 PAM
CCOc1cc(C(=S)N2CCOCC2)ccc1O,0,-1.5,24,-1,-2,1,0,4,-3
Cc1ccc(CCC(=O)Nc2ccccc2F)s1,2,0.9,18,3,0,0,-2,3,1
CCNc1nnc(-c2ccncc2)s1,3,1.1,-22,-1,4,1,0,-3,-2
COC(=O)[C@]12CCCCC=C1N(Cc1ccco1)C(=O)[C@H](CC(=O)NCC1CCCCC1)C2,nt,nt,nt,6,8,7,5,-1,-9
COC(=O)c1c(NC(=O)CN2CCC3(O)CCCCC3C2c2ccc(OC)cc2OC)sc(C)c1C (stereo not given),4,1.6,6,4,-4,0,0,0,-2
CCOc1ccc2c(c1)C(c1cccs1)=NNC(c1cccnc1)=N2,-2,-0.5,-10,8,-3,2,-4,-11,-11
CCOc1ccc(-c2nnn(CC(=O)NCc3ccc(OC)cc3)n2)cc1OCC,1,-2.2,21,2,11,2,2,-4,6
COc1cccc(CC(=O)Nc2cc(S(=O)(=O)N3CCOCC3)ccc2N2CCN(C)CC2)c1,2,1.1,-14,10,4,1,0,6,-4
COc1ccc(Cl)cc1NC(=O)CN(C)C(=O)c1sccc1-c1ccccc1,4,-0.2,-3,9,-1,20,-3,-18,-24
COC(=O)CSc1nnc(CNC(=O)Cc2ccccc2)n1-c1ccccc1OC,1,-2.8,14,5,9,0,1,2,1
O=C(O/N=C(/c1ccccc1)c1ccncc1)c1ccc(F)cc1,2,0.2,-10,7,-4,2,-1,-1,-2
COc1ccc(S(=O)(=O)N2CCCCCC2)cc1NC(=O)CC1OC(=O)c2ccccc21 (stereo not given),-4,-0.2,6,-2,4,5,1,-16,2
COc1ccc(C2C=C(c3ccc(Br)cc3)Nc3nc(N4C(=O)CCC4=O)nn32)cc1 (stereo not given),29*,34,-12,-3,6,0,-1,-22,-5
COc1ccccc1CN1CC(C(=O)N(CCO)Cc2cccs2)CCC1=O (stereo not given),-2,0.5,-2,-5,0,1,0,4,4
COC(=O)c1ccccc1NC(=O)N1CSC[C@H]1C(=O)OC,4,-1.8,6,5,-4,0,-4,2,2
COc1ccc(N2CCN(C(c3ccccc3)c3nnnn3Cc3ccc(F)cc3)CC2)cc1 (stereo not given),0,0.1,-45,-7,-10,2,-5,3,-9
O=C(CSc1nc2cc(Cl)ccc2s1)NCC1CCCO1 (stereo not given),6,0.3,0,4,2,2,3,3,-15
Cc1ccc(CN2CCCN(Cc3c(F)cccc3Cl)S2(=O)=O)cc1,1,10,26,11,-6,0,-6,-4,-5
CN(C)C(=S)Nc1cccc(F)c1,1,-3.8,8,-7,-2,0,-1,-13,3
COc1cc(OC)cc(-c2noc(-c3csc([C@@H]4C[C@H](O)[C@@H](CO)O4)n3)n2)c1,nt,nt,nt,2,9,3,-2,-12,-2

# Record cards, from the list above:
# COc1ccc(S(=O)(=O)N2CCCCCC2)cc1NC(=O)CC1OC(=O)c2ccccc21 (stereo not given) reads IDE cell inh = -4; CRFR2-BP ag = -0.2; CRFR2-BP antag = 6; CHRM5 antagonist = -2; CHRM4 PAM = 4; CHRM4 agonist = 5; M5 ag = 1; M4 antag = -16; M5 PAM = 2
# O=C(CSc1nc2cc(Cl)ccc2s1)NCC1CCCO1 (stereo not given) reads IDE cell inh = 6; CRFR2-BP ag = 0.3; CRFR2-BP antag = 0; CHRM5 antagonist = 4; CHRM4 PAM = 2; CHRM4 agonist = 2; M5 ag = 3; M4 antag = 3; M5 PAM = -15

# The list continues.
SMILES,IDE cell inh,CRFR2-BP ag,CRFR2-BP antag,CHRM5 antagonist,CHRM4 PAM,CHRM4 agonist,M5 ag,M4 antag,M5 PAM
Cc1ccc(C(=O)N2CCCN(c3nc4cc5c(cc4cc3C#N)OCO5)CC2)cc1,8,23,-21,5,-8,7,0,3,3
Cc1ccc2nc(Cl)c(C3CC(c4cccs4)=NN3C(=O)CCC(=O)O)cc2c1 (stereo not given),3,1.5,-10,-6,2,1,-1,-3,3
O=C(O)c1ccccc1-n1c2ccccc2c2ccccc21,4,-0.7,14,-2,7,1,-2,-12,4
Cc1ccc(F)cc1NC(=O)Nc1cc(C(C)(C)C)nn1C,1,0.5,1,-2,0,1,2,-6,5
O=C(COc1ccccc1C(=O)NCC1CCCO1)Nc1ccc(Br)cc1 (stereo not given),0,5.2,-24,9,-8,13,-1,0,-9
C/C=C(\C)C(=O)NCCN1C2=NC[C@@H](Cc3ccccc3)N2C[C@H]1Cc1ccc(O)cc1,9,0.2,2,17,-2,0,-10,8,-4
Cc1c(Br)c([N+](=O)[O-])nn1CCCC(=O)Nc1sc2c(c1C#N)CCC2,0,-1.5,9,2,-9,2,-1,-1,1
CCN(CC)C(=O)CN1C(=O)C2(OCC(C)(c3ccccc3)CO2)c2ccccc21 (stereo not given),5,13,1,-10,1,8,10,-7,7
COc1ccc(OCCC(=O)OCC(=O)NC2CCCCC2)cc1,-2,0.9,-6,4,1,1,2,-4,-4
Nc1ccc(-n2cnc3cc([N+](=O)[O-])ccc32)cc1,-4,0.6,16,-2,8,1,-4,3,16
Nc1c(C(=O)Nc2ccc3c(c2)OCCO3)nnn1Cc1ccc(Cl)cc1,7,-0.4,-13,6,9,7,10,-9,1
O=C(CNC(=O)c1ccco1)N/N=C/c1cc(Br)ccc1O,-2,-0.3,5,-2,2,1,-1,-10,1
Clc1cccc(Nc2ncnc3ccc(Br)cc23)c1,5,0.4,-73,4,1,2,4,5,-8
COc1cc(-c2noc(C)c2C(=O)NCCc2cccs2)cc(OC)c1OC,-4,-3.0,0,16,0,0,-8,-1,-4
CC(=O)CCc1oc2ccccc2c1-c1ccccc1,-7,-1.2,4,13,-34,4,-5,-1,-19
CCc1nc2sc3c(c2c(=O)o1)CCCC3,0,-1.3,-1,-1,14,0,-1,3,9
CN(C(=O)c1cccnc1)c1nnc(-c2ccccn2)s1,1,1.8,7,-6,12,0,-7,-12,-10
OC(c1ccccc1)(c1nc(-c2cc(F)cc(F)c2)cs1)C(F)(F)F (stereo not given),nt,nt,nt,-7,-7,0,0,-9,-5
O=C(NCc1ccc(Cl)cc1)N1CCN(C(=O)c2ccccc2)CC1,nt,-0.1,4,2,6,3,-1,-29,-3
CCOC(=O)N1CCN(C(=O)/C(=C/c2cccc3ccccc23)NC(=O)c2ccc(OC)cc2)CC1,1,0.7,19,7,-4,1,-2,11,-5
NC(=O)C1CCCN(CC(=O)Nc2cc(S(=O)(=O)N3CCOCC3)ccc2N2CCCC2)C1 (stereo not given),-3,-1.0,-6,25,10,1,-1,10,-16
CCn1ccnc1CNC(=O)C1CCC(=O)N(Cc2ccccc2F)C1 (stereo not given),6,-0.6,10,-5,3,1,-6,4,2
O=C(CSc1nnc(-c2cccc(Cl)c2)o1)Nc1ccc2c(c1)OCCO2,-2,-2.5,0,-1,9,0,0,4,0
Cc1c(CCOC(=O)CC23CC4CC(CC(C4)C2)C3)sc[n+]1Cc1ccccc1,3,0.3,3,13,-18,0,-5,18,-21
Cc1ccccc1N1CC(C(=O)N2CCc3ccccc32)CC1=O (stereo not given),6,0.6,-4,5,5,4,1,-12,2
CC(=O)Nc1ccc(NC(=O)COC(=O)c2cc(S(=O)(=O)N3CCCC3)ccc2O)cc1,0,-0.2,-1,26,0,1,1,8,-10
Cc1ccc(-c2nc3cccnc3o2)cc1NC(=O)COc1ccc(C(C)(C)C)cc1,0,1.6,-3,27*,-9,10,1,25,-13
CCOc1ccccc1/C=C(\C#N)C(=O)Nc1cccc(C(=O)O)c1,-6,-1.3,-20,0,17,0,-4,14,5
O=C(CS(=O)(=O)c1ccccc1)NCc1ccccc1,2,-0.4,8,8,-2,0,-1,0,0
CCCSc1nc(NCc2ccco2)c2c3c(sc2n1)COC(C)(CC)C3 (stereo not given),-1,1.3,3,1,-4,-2,-5,-8,-6
CC(OC(=O)c1ccc2c(c1)OCO2)C(=O)NC1CCCCC1C (stereo not given),nt,-1.1,4,1,7,0,3,-3,3
N/C(CCN1CCOCC1)=N/O,-7,-1.8,-3,-6,2,2,-2,8,5
CC(C)(C)OC(=O)N1CCC(C(=O)N[C@@H](Cc2ccccc2)C(=O)O)(c2ccccc2)CC1,8,3.5,2,0,2,1,-3,2,3
COCCNC(=O)c1onc(CCl)c1C(=O)OC,0,-0.1,4,23,0,1,-1,7,-7
Cc1cc2cc(CNS(=O)(=O)c3ccc4ccccc4c3)ccc2n1C,5,-3.3,-16,6,0,0,2,-7,-5
CCOC(=O)C1(C)CCN1C(=O)c1ccc(OC)c(C(F)(F)F)c1 (stereo not given),nt,nt,nt,0,1,2,1,-7,-6
O=C1CCCC2=C1C(c1ccsc1)CC(=O)N2c1ccccc1F (stereo not given),2,-0.7,-5,7,-3,0,-3,2,0
N#Cc1ccccc1NC(=O)c1ccc2c(c1)OCCO2,-1,-0.9,-7,9,-1,1,-2,-3,-1
O=C(Nc1ccc(Cl)cc1)N1CCN(c2ccccc2)CC1,11,-0.5,4,7,-4,12,-2,4,-9
C/C(=N\NC(=O)c1ccco1)c1ccc(NC(=O)c2cccs2)cc1,2,0.2,14,7,2,1,-3,0,-3
O=C(NCc1ccco1)C1CCN(C(=O)Cc2ccccc2)CC1,-4,-2.5,-10,5,15,0,0,-2,0
COc1cccc(C2CC(c3cccs3)Nc3ncnn32)c1 (stereo not given),0,2.7,-25,-1,0,2,1,7,-4
COc1cccc(NC(=O)CN(C)C(=O)c2cccc(S(=O)(=O)Nc3ccccc3OC)c2)c1,2,6.5,-34,-6,12,5,4,-12,8
Cc1cccn2c(=O)c(/C=C(\C#N)C(N)=O)c(N3CCN(c4ccccc4)CC3)nc12,nt,-3.7,3,12,-14,11,8,8,-8
O=C(NNC(=O)c1ccccc1C(F)(F)F)c1csc(N2CCOCC2)n1,9,2.3,-18,-9,-4,2,-1,0,0
COc1ccc2c(c1)cc1c(=O)n(CC(=O)NCCCN3CCOCC3)nc(C)n12,-1,0.4,-5,-3,8,0,-1,-8,2
Cc1ccc(S(=O)(=O)c2ccc(C)cc2)cc1,3,0.6,14,-2,-8,-2,-5,13,0
CC(O)(c1ccc(F)c(F)c1)c1nc(-c2ccc(Cl)cc2)cs1 (stereo not given),nt,nt,nt,0,-1,0,-1,-6,-4
COc1cccc(CN2CCNC(=O)C2CC(=O)N(C)CC2CCOCC2)c1OC (stereo not given),3,0.2,-5,-10,3,2,-1,-19,2
O=S(=O)(c1ccccc1)N1CCN(Cc2cc3c(cc2Br)OCCO3)CC1,-2,46,-44,6,-9,3,12,-1,-9
Cc1cccc(OCCOC(=O)C2CCN(S(=O)(=O)c3cccs3)CC2)c1,1,-1.3,2,2,4,1,-3,-8,3
Cc1cc(C)c2c3c(sc2n1)C(=O)N(C)CC(=O)N3,0,-0.4,-6,1,7,1,-1,12,-8
O=C(CCC1CCCN(C(=O)c2ccccc2Cl)C1)N1CCN(c2ccccn2)CC1 (stereo not given),8,-1.8,8,3,4,6,-1,-7,-5

# Compound activity as filed in PubChem BioAssay.
